Gli-Sufu antag: Gli-Sufu pathway antagonists, primary screen, luciferase luminescence, Sufu-KO-LIGHT cells, uHTS. AID 588413, 2011. hit rate 0.74% among 340,000. inhibition, % at 5 µM. Sufu-KO-LIGHT fibroblasts, Gli luciferase reporter luminescence;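 active = inhibition above about 55%, limit read from the data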;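 also: 0% = DMSO-treated cells and 100% = wells with medium but no cells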
UBC13 polyUb: UBC13 polyubiquitin chain formation inhibitors, primary screen, biochemical, TR-FRET, uHTS. inhibition, % at 20 µM. AID 485273, 2010. hit rate 0.47% among 330,000. Ubiquitin-conjugating enzyme E2 N (Homo sapiens), P61088; in the data active = inhibition above about 45%, passing the limit was not always enough
Target sequence (P61088 whole entry, looked up): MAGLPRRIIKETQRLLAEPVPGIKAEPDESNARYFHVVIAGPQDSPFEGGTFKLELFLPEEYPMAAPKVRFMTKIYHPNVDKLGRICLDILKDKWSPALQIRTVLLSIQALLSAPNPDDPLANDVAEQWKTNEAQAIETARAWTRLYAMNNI
697 NFkB inh: inhibitors of PMA/ionomycin-induced NF-kB reporter, 697 cells, primary screen, B-cell NF-kB inhibitor project, cell-based, luminescence, uHTS; 697 B-cell NF-kB luciferase reporter, 16 h; inhibition, % at 4 µM; hit rate 0.33% among 330,000; AID 435022, 2010; in the data active = inhibition above about 35%
CCR6 antag: CCR6 receptor antagonists, primary screen, cell-based, CHO-K1, luminescence, beta-arrestin, uHTS; CHO-K1 CCR6 PathHunter beta-arrestin, CCL20-stimulated; C-C chemokine receptor type 6 (Homo sapiens), P51684; inhibition, % at 20 µM; hit rate 0.49% among 340,000; AID 493098, 2011;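 active = compounds whose inhibition of the agonist-driven luminescence signal at 20 µM reaches about 50%, limit read from the data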;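 also: cells stimulated with CCL20 at 14 nM final; plate controls were DMSO with CCL20 for no effect and DMSO without agonist for full effect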
EBI2 antag: EBI2 receptor antagonists, beta-arrestin recruitment, primary screen, cell-based, luminescence, 7a,25-OHC stimulation, uHTS; G-protein coupled receptor 183 (Homo sapiens), P32249; 7a,25-OHC stimulated; inhibition, % at 5 µM; hit rate 0.81% among 360,000; AID 651636, 2012; in the data active = inhibition above about 38%;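 also: enzyme fragment complementation signal reports receptor beta-arrestin coupling in cells; 0% = agonist plus DMSO wells and 100% = wells without agonist; some results beyond the cut were filed as inactive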
Target sequence (P32249 whole entry, looked up, the tested form may be a part): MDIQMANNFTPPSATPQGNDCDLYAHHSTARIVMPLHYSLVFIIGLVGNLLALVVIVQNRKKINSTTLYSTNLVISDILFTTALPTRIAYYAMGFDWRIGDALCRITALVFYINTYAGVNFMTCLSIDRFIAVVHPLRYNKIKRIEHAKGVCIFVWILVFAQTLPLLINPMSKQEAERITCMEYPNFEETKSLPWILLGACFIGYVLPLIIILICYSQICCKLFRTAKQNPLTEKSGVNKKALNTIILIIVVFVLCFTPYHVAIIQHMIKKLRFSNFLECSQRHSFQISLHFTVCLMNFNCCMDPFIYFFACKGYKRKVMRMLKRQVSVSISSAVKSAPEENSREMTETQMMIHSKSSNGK
Apaf1 inhib: inhibitors of human Apaf-1 apoptosome, primary screen, biochemical, DEVD-Rh110 fluorescence, uHTS. inhibition, % at 20 µM. Apoptotic protease-activating factor 1 (Homo sapiens), O14727. hit rate 0.71% among 330,000. AID 489030, 2010. reconstituted apoptosome caspase-3 activity; active = inhibition of at least 40% at 20 µM;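 also: plate controls were DMSO wells for no effect and DEVD-CHO caspase inhibitor wells for full effect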
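System: reconstituted apoptosome with Apaf-1, cytochrome c, caspase-9, procaspase-3, dATP; Signal: Rh110 fluorescence intensity; Schedule: 30 min compound preincubation, 50 min activation, room temperature; Reagent: cytochrome c trigger plus (Z-DEVD)2-Rh110 caspase-3 substrate.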
SENP8 block: SENP8 protease inhibitors, primary screen, biochemical, luminescence; Sentrin-specific protease 8 (Homo sapiens), Q96LD8; purified SENP8, Z-RLRGG-aminoluciferin cleavage; inhibition, % at 10 µM; hit rate 1.2% among 330,000
Target sequence (Q96LD8 whole entry, looked up): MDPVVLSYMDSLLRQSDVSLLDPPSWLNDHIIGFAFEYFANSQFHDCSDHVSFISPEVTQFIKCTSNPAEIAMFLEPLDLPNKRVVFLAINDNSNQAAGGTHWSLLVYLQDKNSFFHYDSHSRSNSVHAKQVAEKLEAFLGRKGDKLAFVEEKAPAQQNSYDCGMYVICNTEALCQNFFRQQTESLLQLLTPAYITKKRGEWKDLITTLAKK
Jurkat NFkB inh: inhibitors of induced NF-kB luciferase reporter, primary screen, TCR NF-kB activation inhibitor project, cell-based, luminescence, uHTS; Jurkat, PMA/ionomycin-induced NF-kB luciferase reporter; inhibition, % at 4 µM; hit rate 0.53% among 330,000; AID 435003, 2010
Starred values were filed as active, the others as inactive; / = not tested or not shown. Rule as the data show it, unless noted: active = inhibition above about 50%; inactive = the rest.

canonical_smiles	Gli-Sufu antag	UBC13 polyUb	697 NFkB inh	CCR6 antag	EBI2 antag	Apaf1 inhib	SENP8 block	Jurkat NFkB inh
CCOc1cccc(OCCOCCNC(C)(C)C)c1	-1	6	14	1	-20	-3	-4	9
CC(=O)Nc1cnn(Cc2ccc(Br)cc2)c1	24	8	11	-1	-6	-12	1	9
CCCn1nnc(NC(=O)COc2ccc(Cl)cc2)n1	5	7	12	-6	7	4	1	-26
COCCCNC(=O)Cn1ncc2c(=O)oc3ccccc3c21	1	1	24	6	-1	-5	0	13
COc1ccc(-c2noc(CCC(=O)N3CCC(C)CC3)n2)cc1	8	0	-13	-4	-2	-5	4	-4
O=C1/C(=C/c2cccc(Br)c2)SC(=S)N1CCC(=O)N(CCO)c1ccccc1	1	-24	-33	3	0	14	-5	-32
Cc1ccc(CN2CC(C(=O)NNC(=O)c3ccc(F)cc3)CC2=O)cc1 (stereo not given)	0	5	11	-1	-6	-1	-6	-1
COc1ccc(Nc2nc(NCc3ccco3)nc(N/N=C/c3ccccc3Cl)n2)cc1	10	-12	-12	3	10	-11	-14	-18
Cc1ccc(-c2csc(N3CCN(S(=O)(=O)c4ccc5c(c4)NC(=O)CO5)CC3)n2)cc1	-30	4	11	-13	15	16	-1	18
CN1CCCN(C(=O)C2CCCCC2)CC1	4	-19	-9	2	-9	-2	-9	-26
COc1ccccc1N1CCN(C(=O)c2cc(S(=O)(=O)N3CCCCC3)ccc2C)CC1	4	-8	-7	13	10	9	7	0
COc1ccc(NC(=S)NC(=O)c2cncc(Br)c2)cc1	-20	7	-46	48	1	-4	-13	6
COc1ccc(CC(=O)OCC(=O)NC(=O)NC23CC4CC(CC(C4)C2)C3)cc1	-2	-7	-13	9	0	26	-7	4
COc1cc(OC)cc(C(=O)N2CCN(S(C)(=O)=O)CC2)c1	-7	-1	-8	3	1	1	-5	-14
COc1cccc(/C=C/C(=O)N2CC(C)OC(C)C2)c1OC (stereo not given)	0	4	7	14	0	8	-6	1

Gathered by group, those above containing bromine
canonical_smiles	Gli-Sufu antag	UBC13 polyUb	697 NFkB inh	CCR6 antag	EBI2 antag	Apaf1 inhib	SENP8 block	Jurkat NFkB inh
CC(=O)Nc1cnn(Cc2ccc(Br)cc2)c1	24	8	11	-1	-6	-12	1	9
O=C1/C(=C/c2cccc(Br)c2)SC(=S)N1CCC(=O)N(CCO)c1ccccc1	1	-24	-33	3	0	14	-5	-32
COc1ccc(NC(=S)NC(=O)c2cncc(Br)c2)cc1	-20	7	-46	48	1	-4	-13	6

Continued:
canonical_smiles	Gli-Sufu antag	UBC13 polyUb	697 NFkB inh	CCR6 antag	EBI2 antag	Apaf1 inhib	SENP8 block	Jurkat NFkB inh
Cc1ccc([C@@H]2CC=C(C(=O)O)[C@H](c3cccc(F)c3)N2S(=O)(=O)c2ccccc2C)cc1	8	6	-5	5	-1	0	8	6
Cc1noc(C)c1C(=O)OCC(=O)Nc1ccccc1C(=O)NC(C)c1ccccc1 (stereo not given)	1	5	7	-8	13	16	7	23
CCOc1ccc(C(C)=O)cc1CSc1nnc(-c2ccoc2C)n1N	0	-10	-13	-2	3	19	3	-13
Cc1ccccc1S(=O)(=O)Cc1ccc(C(=O)NCc2cccs2)o1	1	1	-14	6	10	8	-5	6
COc1ccc(OC)c(NC(=O)COC(=O)CCNc2ccccc2OC)c1	1	-11	-27	18	-5	16	-7	-7
CC(=O)OC1CC(C)(C)N(OC(=O)c2ccccc2)C(C)(C)C1	-16	-4	18	10	-3	7	-12	-2
O=C(NCC1CCCO1)c1cc2cc(F)ccc2[nH]1 (stereo not given)	-10	-6	2	-1	1	12	-11	-15
COC(=O)c1sccc1NC(=O)c1ccc(C#N)cc1	7	5	24	0	-4	-10	2	-4
Cc1ccc(N2CC(C(=O)Nc3nc4ccc(S(C)(=O)=O)cc4s3)CC2=O)cc1 (stereo not given)	-9	-2	-4	7	-2	11	0	7
CC(C)CCOCc1nc2sc3c(c2c(=O)[nH]1)CCC(C)C3 (stereo not given)	-21	6	-22	4	8	0	5	-16
Cc1ccc(Nc2nc(N)nc(CSc3nccn3C)n2)c(C)c1	-25	1	-23	2	-5	5	4	-37
CCOC(=O)C1C2C=CC3(CN(C4CCCC4)C(=O)C13)O2 (stereo not given)	0	3	15	10	5	0	1	9
Cn1c(=O)cc(OCCCC(=O)Nc2cccnc2)c2ccccc21	-4	8	25	1	7	-7	2	7
O=C(COC(=O)CN1C(=O)C2CCCCC2C1=O)Nc1c(Cl)cccc1Cl (stereo not given)	-1	-2	-2	9	7	-13	-1	-3
COc1ccc(S(=O)(=O)N2CCC(C(=O)N3CCCC3)CC2)cc1C	-3	4	3	8	1	4	-7	8
COc1ccc(-n2nc(C(=O)NCC(=O)NCCC3=CCCCC3)c3ccccc3c2=O)c(OC)c1	56*	6	-10	17	-6	30	7	-1
Cc1cc(C(=O)NC2CCCc3c2cnn3-c2cccc(C)c2C)n(C)n1 (stereo not given)	81*	-6	77*	0	-21	-7	-7	72*
O=C(Nc1ccnn1C1CCN(Cc2ccccc2OC(F)F)CC1)c1cccnc1	22	0	-21	10	22	15	1	-3
CC(=O)c1ccc(S(=O)(=O)N(CCCO)Cc2cc3cc(C)ccc3[nH]c2=O)cc1	6	-4	3	6	-16	7	9	-17
Cn1cnc(S(=O)(=O)Nc2cc(-c3ccc(Cl)cc3)nn2C)c1	12	3	7	0	-2	-1	-5	-3
Cc1ccc(CC2S/C(=C(/C#N)C(=O)NCc3ccco3)N(c3ccccc3)C2=O)cc1 (stereo not given)	2	-9	-5	19	-6	-10	3	16
CN(C)n1cnc2ccsc2c1=O	-2	6	25	-14	8	-7	8	13
COc1ccc2[nH]c(=O)c(CN(CCc3cccc(C)c3)C(C)=O)cc2c1	4	7	17	7	-5	7	-7	1
O=C(NCCN1CCCC1)c1ccc2c(=O)n(CCc3ccccc3)c(=O)[nH]c2c1	8	8	-46	13	-6	27	-1	-41
CCC(C)c1ccccc1OCCCN(C)Cc1ccccc1 (stereo not given)	16	7	-1	20	8	7	-2	14
O=C(Nc1ccc2nc(-c3ccc(Br)o3)[nH]c2c1)c1cccs1	-27	-16	-30	13	4	17	1	-12
C=CCN(c1ccc(C(=O)NCCc2ccccc2)cc1)S(C)(=O)=O	-17	-2	-17	-7	0	-10	-11	-12
COc1cccc(OC)c1OCCCOc1cccc2cccnc12	10	-2	-25	-9	9	-9	13	-30
CCNC(=S)N1CCC(C(=O)c2ccc(Cl)cc2)CC1	1	1	-9	10	2	-4	2	8
CCCC(C)c1nnc(NC(=O)CS(=O)(=O)Cc2ccccc2)s1 (stereo not given)	7	-11	-7	-9	5	10	-3	1
COc1ccc(NC(=O)CN(C)CC(=O)NCC(=O)Nc2ccc(F)cc2)cc1	-7	8	17	1	-6	-6	4	21
O=C(COc1cccc2cccnc12)N/N=C1\SCC(=O)N1CCc1ccccc1	0	-3	9	-4	-4	2	2	9
CCCN(CC1CCCO1)C(=O)c1cc(COc2ccc(F)cc2F)on1 (stereo not given)	-1	4	8	16	6	10	2	-8
O=C(O)CCC(=O)NNC(=O)c1ccc(-c2ccccc2)cc1	-10	1	4	9	5	-10	5	14
Clc1ncc2[nH]cnc2n1	-1	-2	15	3	-5	-31	-8	-16
CCOC(=O)c1c(NC(=O)CS(=O)(=O)c2cn(CC)c3ccccc23)sc2c1CCCC2	0	-4	-11	5	18	15	5	-5
CCC1COCCS(=O)(=O)N1Cc1cccc(Cl)c1 (stereo not given)	-10	9	13	10	-11	8	-1	1
O=C(NCCCN1CCOCC1)c1ccc(Cl)cc1Cl	-3	-1	-12	4	0	4	-3	-10
COC(=O)c1ccc(NC(=O)CN2CCN(CC#N)CC2)cc1	-7	3	5	5	1	-1	-3	-6
CC(=O)c1cc(-c2ccccc2)n(CC(=O)NCc2cccs2)c1C	-14	2	-7	-4	-11	6	2	-5
CCOC(=O)c1c(C)[nH]c(C(=O)NNC(=O)c2ccc(Br)cc2)c1C	-34	7	-20	1	10	5	-6	-36
CC(=O)c1ccc(NC(=O)c2cc(C)nc3ccccc23)cc1	-16	10	-31	-4	-9	-2	-1	-47
COC(=O)[C@]1(C)N[C@H](CN(C)C(=O)c2ccccc2)[C@@H]2C(=O)N(C)C(=O)[C@@H]21	1	11	15	6	-2	-9	3	1
COc1ccc(OC)c(NC(=O)[C@H]2CC=CC[C@H]2C(=O)O)c1	1	2	20	5	-3	-4	1	-2
Fc1ccc2c(c1)C(c1cccnc1)=NNC(c1cccs1)=N2	-4	4	0	21	-5	1	-1	15

Record cards, from the list above. Order of screens: Gli-Sufu antag	UBC13 polyUb	697 NFkB inh	CCR6 antag	EBI2 antag	Apaf1 inhib	SENP8 block	Jurkat NFkB inh
Listed for COc1ccc(OC)c(NC(=O)[C@H]2CC=CC[C@H]2C(=O)O)c1 : 1	2	20	5	-3	-4	1	-2
Listed for CCCN(CC1CCCO1)C(=O)c1cc(COc2ccc(F)cc2F)on1 (stereo not given) : -1	4	8	16	6	10	2	-8

Following part.
canonical_smiles	Gli-Sufu antag	UBC13 polyUb	697 NFkB inh	CCR6 antag	EBI2 antag	Apaf1 inhib	SENP8 block	Jurkat NFkB inh
COC(=O)c1ccc(NC(=O)C(OC)c2ccccc2)cc1 (stereo not given)	-3	5	-4	12	3	-7	-4	-4
Cc1cccc(Nc2nnc(SCc3cc(=O)n4cc(C)ccc4n3)s2)c1	3	-1	6	7	-17	13	3	-1
CCOC(=O)C/C(C)=N/NC(=O)COc1ccccc1C	9	0	20	-2	-7	-8	7	2
O=C(N/N=C/c1ccc(N2CCOCC2)o1)c1cccc([N+](=O)[O-])c1	1	-11	-1	23	-3	11	-4	-17
CCn1cc(/C=N\NC(=O)c2ccc(Cl)cc2)cn1	-2	-6	20	-2	-9	-1	1	6
COc1ccc(NC(=S)NCc2ccccc2Cl)c(OC)c1	-7	2	-2	22	-9	11	-1	-14
COc1ccc(/C=C2\CCc3ccccc3C2=O)cc1CN1CCOCC1	13	2	-31	10	9	-5	6	-32
O=C(c1ccco1)N1CCN(S(=O)(=O)c2ccccc2)CC1	9	0	13	6	9	-6	5	-8
CN(CC(=O)Nc1ccc(F)c(F)c1F)C(=O)C1CC(=O)N(C2CCCC2)C1 (stereo not given)	-14	-9	-10	33	10	0	-1	-9
Cc1cccc(NC(=O)Cn2cnc3c(oc4ccccc43)c2=O)c1C	-4	21	12	9	-14	2	2	1
Cc1cccc(NC(=S)NN(Cc2ccccc2)c2ccccc2)c1C	-1	-8	-9	12	6	30	-2	-7
COP(=O)(OC)C(Nc1cc(Cl)cc(Cl)c1)c1cccc(O)c1 (stereo not given)	2	-13	7	3	-9	5	-8	-8
CN(C(=O)c1ccccn1)c1nnc(-c2cnccn2)s1	-5	7	-42	3	-2	-1	-2	9
CSc1ccc(CCNC(=O)c2cccc3c2C(=O)N(C2CCCCC2)C3)cc1	13	3	-10	28	2	24	1	6
COc1ccc(/C=N/N2CCOCC2)cc1COc1ccc(F)cc1	-15	5	12	25	-4	6	-6	4
COC(=O)CCC(=O)Nc1cccc2ccccc12	-1	7	4	6	9	-9	2	-4
N#CC1(c2ccccc2)CCN(S(=O)(=O)c2ccc(OC(F)(F)F)cc2)CC1	16	-8	-28	17	14	24	-3	-17
CC(Sc1nncs1)C(=O)NCC(=O)Nc1ccc(F)c(F)c1F (stereo not given)	-1	4	-2	0	-11	-6	3	-8
CC(C)(C)OC(=O)NCCCC1=CC2=CC(=O)C(C)(O)C(=O)C2=CO1 (stereo not given)	/	-82	15	/	/	2	1	19

High-throughput results deposited in PubChem by Sanford-Burnham Center for Chemical Genomics.

These rows are one share of the data, so the mix of outcomes need not match the whole.
